Glioma ERSR ind – qHTS for Inducers of the Endoplasmic Reticulum Stress Response (ERSR) in Human Glioma: qHTS | U87-MG GRP78 promoter luciferase reporter, 16 h | Potency, µM, for the others: at the highest dose activation, usual class: activators | 0.02% of 420,000 active; further: potency means the concentration at half of the fitted maximal effect; series mostly up to about 76 µM; % of control where 0% means no effect; nearly all actives have a fitted effect of over 35% in size
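ERSR induction read as luciferase luminescence (Bright-Glo, 10 min at room temperature) in stably transfected human U87-MG glioma cells exposed to compounds for 16 h, using GRP78 as sensor.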
Vif-A3F inh – qHTS for Inhibitors of Vif-A3F Interactions: qHTS. HeLa A3F-eYFP + Vif (tagged APOBEC3F with the HIV-1 protein that degrades it), YFP fluorescence increase. Potency, µM (series often up to 46.1 µM), inactives show at the top dose activity, negative = active. 0.2% of 390,000 active. AID 602313, 2012; further: potency means the concentration at half of the fitted maximal effect; % of control where 0% means no effect; nearly all actives have a fitted effect of over 65% in size
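HeLa cells stably expressing A3F-eYFP plus Vif, plated and incubated overnight at 37 deg C, then exposed to compounds overnight at 37 deg C. Blocked degradation read as raised yellow fluorescence (Ex 488/Em 500-530).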
ALOX12 inh – Primary qHTS assay for inhibitors of human arachidonate 12S-lipoxygenase (ALOX12): Round 2. purified 12hLO, xylenol orange hydroperoxide absorbance. Potency, µM (top dose mostly 108 µM), without a hit: at the highest dose activity change, negative = inhibition, hits mostly inhibitors. 1.1% of 580,000 active; further: potency means the concentration at half of the fitted maximal effect; on the % scale 0 is the no-effect control and ±100 the full control effect
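Purified human 12hLO at 150 nM in 25 mM Hepes, 0.01% Triton X-100, pH 7.0, preincubated 15 min at room temperature with compound. Reaction started with 40 uM arachidonic acid, 30 min at room temperature. Hydroperoxide measured by Fe-xylenol orange, 573/405 nm absorbance ratio.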
D2 ag – HTS Assay for Allosteric Agonists of the Human D2 Dopamine Receptor: Primary Screen for Agonists; D(2) dopamine receptor (Homo sapiens), P14416; HEK293 T-REx D2 cells, calcium flux agonist mode; activation, % at 2 µM; 0.53% of 340,000 active;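 active means activation over 3 SD above normal in the single-dose calcium agonist read, cut at about 30% in these data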; further: 0% is about no effect
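HEK293 Trex D2 cells, tetracycline-induced, o/n 30 C 5% CO2; no-wash Ca dye, RT 30–90 min; 10-cycle baseline, 23 nl cpd added, kinetic Ca read 180 s; agonist hits = positive Ca response.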
LDHA block – qHTS assay for inhibitors of human lactate dehydrogenase; activity change, % (values are at about 110 or 230 µM); AID 1347041, 2019; L-lactate dehydrogenase A chain (Homo sapiens), P00338; purified LDHA, NADH/diaphorase-resazurin fluorescence; hits give low values; 0.15% of 480,000 active; in the data active means activity change below about -30%; inconclusive means mostly about -25% to -30%;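 further: plate controls were DMSO wells for no effect and wells without enzyme for full effect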
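Remaining NADH was detected by diaphorase (0.133 mg/mL) converting 37 µM resazurin to fluorescent resorufin, read at 0 and 20 minutes. The preceding 5-minute room-temperature reaction used 2 nM LDHA, 0.2 mM sodium pyruvate and 0.06 mM NADH at pH 7.4.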
Vif-A3G inh – qHTS for Inhibitors of Vif-A3G Interactions: qHTS; DNA dC->dU-editing enzyme APOBEC-3G (Homo sapiens), Q9HC16; HeLa A3G-eYFP + Vif (tagged APOBEC3G with the HIV-1 protein that degrades it), YFP fluorescence, overnight; Potency, µM (titrated, usually from 46.1 µM), inactives show at the top dose activity, negative = active, actives largely listed as inhibitors; 0.076% of 410,000 active; AID 602310, 2012;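 further: potency means the concentration at half of the fitted maximal effect; on the % scale 0 is the no-effect control and ±100 the full control effect; nearly all actives have a fitted effect of over 60% in size; hits raise eYFP signal because A3G escapes Vif-driven loss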
Target sequence (Q9HC16 whole entry, looked up): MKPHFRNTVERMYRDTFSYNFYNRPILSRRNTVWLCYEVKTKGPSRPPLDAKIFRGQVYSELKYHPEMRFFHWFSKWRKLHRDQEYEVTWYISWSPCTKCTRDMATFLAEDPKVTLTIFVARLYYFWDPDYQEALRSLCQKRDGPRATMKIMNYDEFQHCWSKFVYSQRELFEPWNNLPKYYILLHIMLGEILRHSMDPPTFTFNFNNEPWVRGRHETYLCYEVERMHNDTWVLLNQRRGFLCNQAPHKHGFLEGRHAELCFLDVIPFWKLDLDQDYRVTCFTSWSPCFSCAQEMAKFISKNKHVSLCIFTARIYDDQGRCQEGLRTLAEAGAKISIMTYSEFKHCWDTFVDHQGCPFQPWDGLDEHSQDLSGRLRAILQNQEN
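HeLa cells stably expressing Vif and C-terminally eYFP-tagged A3G, seeded overnight at 37 deg C, then exposed to compound by pintool overnight at 37 deg C. Rise in yellow fluorescence (Ex 488/Em 500-530, Acumen) marks blocked Vif-driven A3G degradation.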
RGS4 inhibitor – Inhibitors of Regulator of G Protein Signaling (RGS) 4: qHTS | Regulator of G-protein signaling 4 (Homo sapiens), P49798 | Transcreener GDP fluorescence polarization, RGS4-accelerated GTP hydrolysis | Potency, µM (series often up to 114 µM), for inactives: top-dose activity change, negative = inhibition, usual class: inhibitors | 0.039% of 390,000 active; further: potency means the concentration at half of the fitted maximal effect; on the % scale 0 is the no-effect control and ±100 the full control effect; nearly all actives have a fitted effect of over 75% in size; some results filed as inactive show a strong effect at the top dose
Target sequence (P49798 whole entry, looked up): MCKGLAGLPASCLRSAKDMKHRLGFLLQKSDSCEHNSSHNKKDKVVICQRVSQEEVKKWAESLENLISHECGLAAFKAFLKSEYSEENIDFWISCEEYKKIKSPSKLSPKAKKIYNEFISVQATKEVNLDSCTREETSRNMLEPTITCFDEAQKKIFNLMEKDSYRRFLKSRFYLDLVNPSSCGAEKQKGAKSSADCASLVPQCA
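MLSMR compounds (23 nl, pin-transferred) preincubated 10 min at room temperature with a 500nM (2x) first reagent, then RGS4 at 900nM (2x) plus Transcreener GDP mix added; fluorescence polarization (620/688 nm) read before and after 90 min at 30 °C.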
ERG Ets-DNA blk – qHTS for Small Molecule Inhibitors of the ERG Ets/DNA interaction; Transcriptional regulator ERG (Homo sapiens), P11308; fluorescence polarization, His-ERG Ets domain / labelled DNA; Potency, µM (top dose mostly 76.9 µM), without a hit: top-dose FP activity, negative = inhibition, usual class: inhibitors; 0.028% of 370,000 active; AID 624246, 2012; active means well fitted inhibition curve with a large enough effect in the polarisation, with a control signal flat; inconclusive means small, poorly fitted or top-dose-only effect, or effect the other way, or a change in a side signal; inactive means no such curve, though single readings can be large or run the other way; the % refers to the polarisation;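 further: polarization taken with two DNA probes labelled with fluorescein and Texas red; potency means the concentration at half of the fitted maximal effect; % of control where 0% means no effect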
Target sequence (P11308 whole entry, looked up, the tested form may be a part): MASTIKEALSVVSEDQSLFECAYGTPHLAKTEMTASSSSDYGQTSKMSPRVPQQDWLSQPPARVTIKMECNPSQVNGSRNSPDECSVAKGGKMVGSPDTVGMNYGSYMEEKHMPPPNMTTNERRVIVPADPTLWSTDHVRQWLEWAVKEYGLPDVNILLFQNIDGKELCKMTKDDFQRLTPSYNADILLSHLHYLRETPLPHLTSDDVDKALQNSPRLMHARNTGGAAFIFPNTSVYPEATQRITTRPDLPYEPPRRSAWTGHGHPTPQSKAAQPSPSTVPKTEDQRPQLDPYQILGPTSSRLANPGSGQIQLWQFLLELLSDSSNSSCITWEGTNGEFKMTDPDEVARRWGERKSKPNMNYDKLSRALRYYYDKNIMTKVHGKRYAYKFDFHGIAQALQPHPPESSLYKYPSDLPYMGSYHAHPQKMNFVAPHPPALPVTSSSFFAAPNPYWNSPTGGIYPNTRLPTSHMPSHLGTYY
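His-tagged ERG Ets domain (1 uM in the protein solution; 300mM KCl, 50mM Tris-HCl, 1mM EDTA, 1mM DTT, pH 7.5) received compound, then a probe mix of 5 nM fluorescein-DNA and 100nM Texas-615-DNA. Fluorescence polarization was read for both dyes.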
D2 antagonist – HTS Assay for Allosteric Antagonists of the Human D2 Dopamine Receptor: Primary Screen for Antagonists. D(2) dopamine receptor (Homo sapiens), P14416. HEK293 TREx D2 cells, calcium flux, dopamine EC80. inhibition, % at 10 µM. 2% of 340,000 active. AID 485344, 2010; in the data active means inhibition above about 30%; further: 0% is about no effect
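Measurement of antagonist activity uses fluorescent calcium dye in inducible HEK293 T-REx D2 cells: 10 s baseline, compound addition with 180 s read, EC80 dopamine addition with a further 180 s read.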
An asterisk follows results filed as active; ? = inconclusive; nt = no result given; & = joins results of further samples; [ ] = another dose, or the depositor's remark. Unless noted, the call rests on the fitted dose curve; in most records, active means well fitted curve in the direction sought with a large enough effect; inconclusive means small, poorly fitted or top-dose-only effect, or another doubt; inactive means no such curve, though single readings can be large; an effect the other way counts as inactive or inconclusive.

cpd | SMILES | Glioma ERSR ind | Vif-A3F inh | ALOX12 inh | D2 ag | LDHA block | Vif-A3G inh | RGS4 inhibitor | ERG Ets-DNA blk | D2 antagonist
1 | O=C(NCCc1ccccc1)c1cc(-c2ccc(Br)cc2)on1 | 1% | 0% | -26% | -0.7 | -7 | 1% | 18% | 0% | nt
2 | Cc1ccccc1Nc1nc(N)nc(COC(=O)c2cccc(S(=O)(=O)N(C)c3ccccc3)c2)n1 | -4% | -3% | 0% | nt | -1 | -1% | -13% | 11% | nt
3 | O=C(NCC(c1ccco1)N1CCCC1)c1cn(-c2ccccc2)nc1-c1ccc(F)cc1 (configuration not stated) | -3% | -1% | -4% | -1.1 | -1 | 0% | -2% | 14% | 76*
4 | CN(C)c1nc(=S)nc(NCc2ccccc2)[nH]1 | -3% | -24% | ? | 0.1 | -1 | 0% | -12% | -10% | 8
5 | COc1cc(NC(=O)C2CCN(c3nc4ccccc4nc3C(F)(F)F)CC2)cc(OC)c1 | -4% | 7% | -24% | 0.6 | -3 | 6% | 15% | 11% | nt
6 | COCCN(C(=O)CC1OC(=O)c2ccccc21)c1c(N)n(Cc2ccccc2)c(=O)[nH]c1=O (configuration not stated) | 5% | -14% | 21% | 0.3 | -3 | 0% | -4% | 1% | -10
7 | COc1cc(-c2cnc3c(NC=O)cc(-c4ccc(S(C)(=O)=O)cc4)cn23)cc(OC)c1OC | 0% | nt | 3% | nt | -3 | ? | nt | nt | nt
8 | O=C(Cn1nnc2ccccc21)NNC(=S)NC1CCCCC1 | -2% | -11% | 6% | 1.5 | 3 | -2% | -26% | 4% | 18
9 | CN(CCc1ccccc1)C(=O)c1ccc(NC(=O)Cc2ccc(NC(=O)C3CCCN(C(=O)CCc4ccccc4)C3)cc2)cc1 (configuration not stated) | -4% | 1% | -3% | nt | -1 | -2% | -8% | -7% | nt
10 | Cc1nc2[nH]c(=S)[nH]c2c(=O)[nH]1 | 5% | 1% | ? | nt | 13 | 0% | -37% | 3% | nt
11 | COc1cc(-c2nc3ccccn3c2/N=C/c2ccccc2)ccc1O | -1% | -9% | ? | 0.7 | 1 | -4% | 22% | nt | -1
12 | Cc1cc(=O)[nH]c(SCc2nnc(-c3ccccc3)o2)n1 | 1% | -1% | -3% | 0.7 | -3 | -4% | -5% | -1% | 22
13 | COc1cc(C2C3C(C)N(C)C(=O)N(C)C3N(C)C(=O)N2C)ccc1O (configuration not stated) | -4% | 0% | 383%[activator] | 0.2 | 0 | 0% | 5% | 9% | -8
14 | COC(=O)c1ccc(-n2nnnc2SCC(=O)NCc2cccc(C(=O)O)c2)cc1 | -1% | 3% | -2% | nt | -5 | 0% | -32% | 5% | nt
15 | O=C(NCC(c1ccc(F)cc1)N1CCOCC1)c1cccc(Br)c1 (configuration not stated) | -1% | -1% | -4% | -0.8 | -9 | -1% | 31% | 1% | 12
16 | CC(NC(=O)C(Cc1ccccc1)=NO)c1ccccc1 (configuration not stated) | -2% | 1% | ? | nt | -1 | 0% | -18% | nt | nt
17 | CCc1nnc(NC(=O)CSc2ncnc3scc(-c4ccc(C)cc4)c23)s1 | -2% | 1% | 8% | 0.5 | -5 | 0% | -13% | -7% | 0
18 | C(/C=C/C=C/Nc1ccccc1)=Nc1ccccc1 | -3% | 1% | 8% | -0.2 | 1 | 0% | 2% | 1% | 14
19 | Cc1nc2sc(C(c3ccc(Cl)cc3)N3CCN(CCO)CC3)c(O)n2n1 (configuration not stated) | -3% | 4% | 0%[57.4 µM] | -2.3 | -1 | -4% | -9% | 11% | -8
20 | COc1ccc(C)cc1NC(=O)NNC(=O)C(C)Oc1ccc(F)cc1Cl (configuration not stated) | -6% | 1% | 2% | -0.1 | -16 | -9% | 20% | -6% | 16
21 | Cn1c(=O)c2cc(NC(=O)CCc3ccc(O)cc3)ccc2n1Cc1cccc(C(F)(F)F)c1 | -1% | nt | ? | nt | 3 | -3% | nt | nt | nt
22 | CCOC(=O)C(c1ccccc1)C(Nc1ccccc1)c1ccccn1 (configuration not stated) | -1% | -4% | 0% | 0.7 | -8 | 0% | -7% | -1% | -2
23 | CCOCc1nnc(NC(=O)c2ccc(OC)cc2)s1 | 4% | 5% | 0% | 0.9 | -1 | 1% | 17% | 9% | 33*
24 | NS(=O)(=O)c1ccc(N2CCN(C(=O)c3ccco3)CC2)nc1 | 0% | 0% | 12% | nt | -1 | 1% | -7% | -11% | nt
25 | CCc1nc2ccc(C(=O)N(CC)CCN(C)C)cn2c1N(C)C(=O)c1cccc(OC)c1 | -1% | nt | -6% | nt | 2 | -2% | nt | nt | nt

2 compounds drawn at random from the list so far:
cpd | SMILES | Glioma ERSR ind | Vif-A3F inh | ALOX12 inh | D2 ag | LDHA block | Vif-A3G inh | RGS4 inhibitor | ERG Ets-DNA blk | D2 antagonist
13 | COc1cc(C2C3C(C)N(C)C(=O)N(C)C3N(C)C(=O)N2C)ccc1O (configuration not stated) | -4% | 0% | 383%[activator] | 0.2 | 0 | 0% | 5% | 9% | -8
22 | CCOC(=O)C(c1ccccc1)C(Nc1ccccc1)c1ccccn1 (configuration not stated) | -1% | -4% | 0% | 0.7 | -8 | 0% | -7% | -1% | -2

(more compounds)
cpd | SMILES | Glioma ERSR ind | Vif-A3F inh | ALOX12 inh | D2 ag | LDHA block | Vif-A3G inh | RGS4 inhibitor | ERG Ets-DNA blk | D2 antagonist
26 | O=C(CCNS(=O)(=O)c1ccccc1)N1CCN(c2ccccc2)CC1 | 1% | 9% | -25% | 0.3 | -7 | 0% | -28% | 3% | -3
27 | COc1ccccc1-c1nc2c(c(SCc3cc(C)ccc3C)n1)Cc1c(CO)cnc(C)c1O2 | -4% | -5% | -16% | -0.8 | -8 | -2% | 15% | -1% | nt
28 | COc1cccc2c1Oc1ncccc1N(C(=O)CCC(=O)NCc1ccc(F)cc1)C2 | -5% | 4% | 2% | 0.7 | -7 | 0% | 26% | 8% | 6
29 | NC(=O)CC(NC(=O)Cc1cccc2ccccc12)c1ccc(N2CCCCCCC2)c([N+](=O)[O-])c1 (configuration not stated) | 0% | 7% | -18% | 0.0 | -2 | -2% | -32% | -4% | -13
30 | C=CCn1c(=S)[nH]c2sc3c(c2c1=O)CCCC3 | 3% | -1% | ? | 0.3 | -7 | 0% | -27% | 14% | 3
31 | O=C(c1cccnc1)N1CCC2CC1c1c(Cl)cccc12 (configuration not stated) | -2% | -3% | ? | nt | -22 | -1% | nt | nt | nt
32 | CCN(CC)c1cc(C)c2cc(NC(=O)c3ccc(Br)o3)ccc2n1 | 0% | -2% | 0% | -0.3 | 9 | 3% | -19% | -7% | -1
33 | COc1cc(NC(=O)CN(c2cc(C)cc(C)c2)S(=O)(=O)c2c(C)[nH]c(=O)[nH]c2=O)cc(OC)c1 | 0%&-5% | -1%&0% | -10%&0% | -0.4 | -2&3 | 0%&0% | -22%[56.9 µM] | -1%&-10% | nt
34 | COC(=O)c1ccc(NC(=O)Nc2ccc3c(c2)nc(C)n3C)cc1 | -2% | 11% | -4% | -0.5 | 1 | -9% | -2% | -5% | 14
35 | CC1CCCCC1NC(=O)CCNS(=O)(=O)c1cc(Br)cnc1N (configuration not stated) | -4% | -8% | 15% | 0.1 | 0 | -1% | 0% | 6% | 33*
36 | O=C(NCCc1ccccc1)c1cccs1 | -10% | nt | -20% | -0.4 | -1 | 1% | 3% | 17% | -9
37 | COc1ccc(CN2CCC[C@]3(N[C@H](c4ccc(C(F)(F)F)cc4)[C@@H]4C(=O)N(C)C(=O)[C@@H]43)C2=O)cc1 | 0% | -1% | -18% | nt | -3 | -6% | nt | nt | nt
38 | C#CCOCCOCCOCCNc1nc(N2CCN(C(=O)[C@H]([C@@H](C)O)n3cc(CCCCN)nn3)CC2)nc(N2CCN(C(=O)[C@H](CCCCN)n3cc(CCC(=O)O)nn3)CC2)n1 | -3% | 1% | ? | -0.3 | 2 | 3% | -2% | -1% | -4
39 | CC1CN(C(=O)CCC(=O)NCc2ccc(F)cc2)c2ccccc2S1 (configuration not stated) | -3% | -7% | 29% | 0.5 | -5 | 0% | -12% | -1% | -10
40 | COc1ccc(CNc2nc3nc(C)cc(C)n3n2)cc1 | 9% | 1% | 5% | 0.0 | 1 | 2% | -35% | 8% | -13
41 | COc1ccc(NS(=O)(=O)c2cc(NC(=O)C3CC3)ccc2N2CCOCC2)cc1 | -2% | -9% | 0% | 1.8 | -7 | -14% | 4% | -6% | 3
42 | O=Cc1ccsc1B(O)O | -5% | nt | nt | nt | 1 | 2% | -4% | nt | nt
43 | CCCCCCN1C[C@@H](n2cc(COC(=O)c3ccccc3)nn2)[C@H](O)C[C@@H]1c1ccc(Cl)cc1 | 1% | -4% | ? | nt | -4 | -5% | nt | nt | nt

Screening results: PubChem, National Center for Advancing Translational Sciences (NCATS)

Only part of the results is shown; the hit share may differ from the screen's.
